Compound activity (PubChem BioAssay)
cardiac RTF act: cardiac RTF calcium sensitization. activation, % at 7.2 µM. IANBD-labeled TnC RTF fluorescence at EC20 calcium; 0% EC20 calcium, 100% full calcium. P19429+P45379. actives 0.24% (n = 340,000). AID 493008;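 active = activation above the mean over all tested compounds plus 3 SD, cut at about 30% in these data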;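 also: rise in fluorescence read as greater calcium sensitivity of cardiac thin filaments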
PvdQ acylase: P. aeruginosa PvdQ acylase inhibition; inhibition, % at 10 µM; AID 488965; actives 0.063% (n = 340,000); purified PvdQ acylase, fluorescence plate reader; in the data active = inhibition above about 30%, passing the limit was not always enough;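 also: 0% = vehicle neutral wells and 100% = reference inhibitor wells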
SR-BI DiI-HDL act: activators of SR-BI mediated HDL lipid uptake; activation, % at 12.5 µM; actives 0.096% (n = 320,000); AID 504775; CHO ldlA[mSR-BI] cells, DiI-HDL uptake fluorescence, 3 h; 100 = double the neutral-control signal;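 active = mean replicate activation of at least 60% and every replicate at or above 60%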;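 also: 0% = median plate neutral-control signal and 100% = twice that signal; values of inactives mirror those of a sister screen read the other way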
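System: CHO ldlA[mSR-BI] cells / Medium: HEPES-buffered (25 mM, pH 7.4) F12 plus 0.5% BSA / Probe or stimulus: labelled HDL, 10 µg/mL / Doses: single compound concentration, delivered by pin transfer / Schedule: 3 h, 37 °C / Measured by: DiI fluorescence, bottom read / Measure: cell-associated DiI fluorescence as measure of HDL uptake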
HTR5A ag ctr: HTR5A agonism, opioid heterodimer counter-screen; P47898; activation, % at 9.3 µM; actives 0.61% (n = 340,000); HTR5A agonist assay, luminescence, cell-based; in the data active = activation mostly above about 9.5%, no sharp cut-off; inactive = mostly below about 7.6%;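 also: 0% = cells with vehicle only and 100% = reference agonist; strong numbers were not always called active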
dFosB act: enhances mouse delta FosB homodimer DNA binding; P13346; purified delta FosB, TAMRA-CDK5 oligo fluorescence polarization; percent of positive-control signal above neutral wells; activation, % at 25 µM; actives 0.99% (n = 340,000); AID 493131;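 active = mean activation above about 17%, with every replicate also reaching it, limit read from the data, passing the limit was not always enough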;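 also: fluorescence polarization rise as delta FosB binds a TAMRA Cdk5 AP-1 oligo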
Wnt act: activates Wnt/beta-catenin signaling in a reporter cell assay | AID 743398 | activation, % at 9.35 µM | actives 1.2% (n = 300,000) | activator, plate reader; in the data active = activation above about 30%, passing the limit was not always enough;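 also: 0% = neutral control wells and 100% = positive control wells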
SR-BI DiI inh: mouse SR-BI HDL lipid transfer inhibition | ldlA[mSR-BI] CHO cells, DiI-HDL uptake fluorescence, 3 h | actives 0.96% (n = 320,000) | inhibition, % at 12.5 µM | AID 488896 | Q61009;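 active = mean replicate inhibition of at least 70% and a set share of replicates each scoring 70 or more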;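 also: 0% = median of neutral control wells and 100% = median of positive control wells; values of inactives mirror those of a sister screen read the other way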
Target sequence (Q61009 whole entry, looked up): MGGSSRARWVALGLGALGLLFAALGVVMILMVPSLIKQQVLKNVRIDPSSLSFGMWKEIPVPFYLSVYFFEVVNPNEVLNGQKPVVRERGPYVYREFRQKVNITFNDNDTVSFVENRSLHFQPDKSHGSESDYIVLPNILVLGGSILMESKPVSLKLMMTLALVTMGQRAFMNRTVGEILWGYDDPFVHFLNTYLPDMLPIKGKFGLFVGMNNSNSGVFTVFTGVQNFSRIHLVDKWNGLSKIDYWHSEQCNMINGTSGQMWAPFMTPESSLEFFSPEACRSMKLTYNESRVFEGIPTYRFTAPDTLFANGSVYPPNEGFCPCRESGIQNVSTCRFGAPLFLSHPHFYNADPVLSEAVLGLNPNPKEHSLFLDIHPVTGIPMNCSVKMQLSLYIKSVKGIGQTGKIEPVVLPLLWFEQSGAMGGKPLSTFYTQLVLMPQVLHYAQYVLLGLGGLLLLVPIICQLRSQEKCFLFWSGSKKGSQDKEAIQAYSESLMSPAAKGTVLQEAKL
Rtt109 HAT inh: inhibitors of Candida albicans Rtt109/Vps75 histone acetyltransferase; Q5AAJ8; purified Rtt109/Vps75, ThioGlo CoA-SH fluorescence, 4 h; inhibition, % at 34.9 µM; actives 0.16% (n = 330,000); AID 540336;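 active = inhibition of at least 50% in every replicate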
Target sequence (Q5AAJ8 whole entry, looked up): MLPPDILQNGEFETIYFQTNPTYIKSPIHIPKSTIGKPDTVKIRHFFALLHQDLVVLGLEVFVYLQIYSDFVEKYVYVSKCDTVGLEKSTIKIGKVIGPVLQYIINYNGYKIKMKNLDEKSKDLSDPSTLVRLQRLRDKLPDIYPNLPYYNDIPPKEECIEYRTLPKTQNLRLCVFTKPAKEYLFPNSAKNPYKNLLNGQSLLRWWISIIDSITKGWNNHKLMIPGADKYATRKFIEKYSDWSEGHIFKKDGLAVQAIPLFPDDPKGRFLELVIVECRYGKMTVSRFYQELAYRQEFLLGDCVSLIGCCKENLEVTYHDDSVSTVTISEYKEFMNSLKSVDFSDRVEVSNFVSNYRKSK
MITF act: MITF TRPM1 promoter activation in melanoma cells; actives 0.75% (n = 300,000); activation, % at 12.5 µM; SK-MEL-5 TRPM1-promoter luciferase, 24 h; % of positive control, neutral wells = 0;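 active = mean activation of at least 80% with every replicate also reaching 80%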;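 also: 0% = neutral control wells and 100% = parthenolide positive control wells; values of inactives mirror those of a sister screen read the other way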
CDK5 p35 inh: CDK5/p35 (human) kinase inhibition; Q00535+Q15078; Recombinant CDK5/p35, ADP-Glo luminescence, 60 min; inhibition, % at 10 µM; actives 0.01% (n = 330,000);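 active = highest replicate inhibition of at least 50% and at least 75% of replicates reaching 50%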;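 also: plate controls were DMSO neutral control for no effect and GW8510 at 10 µM for full effect; many of its hits are not listed in these tables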
Starred values were filed as active, the others as inactive; nt = no result given; & = joins results of further samples.

SMILES | cardiac RTF act | PvdQ acylase | SR-BI DiI-HDL act | HTR5A ag ctr | dFosB act | Wnt act | SR-BI DiI inh | Rtt109 HAT inh | MITF act | CDK5 p35 inh
CC(=O)Cc1cc(=O)c2c(C)cc(O)c(C3OC(CO)C(O)C(O)C3O)c2o1 (stereo unspecified) | 5 | -3 | -1 | 0 | -9 | -2 | 1 | 4 | 0 | -1.2
Cc1ccc(C(C)C)c(OCC#CCN2CCOCC2)c1 | -6 | -2 | -40 | 2 | -5 | 1 | 40 | 4 | -10 | 0.6
CCn1c(SCC(=O)N(C)CC(=O)Nc2cccc(OC)c2)nnc1-c1ccco1 | -2 | 7 | 20 | -1 | 0 | 2 | -20 | 17 | 12 | 0.4
O=C(O)c1ccc(N2CCCCS2(=O)=O)cc1 | -3 | -5 | 4 | -4 | -7 | -12 | -4 | -12 | -3 | 0.7
COc1ccc(Nc2nc(-c3sc(C)nc3C)cs2)c(OC)c1 | 0 | 21 | -27 | 2 | -14 | -2 | 27 | 3 | nt | 2.1
CCN(CC)CCNC(=O)c1cc(S(C)(=O)=O)ccc1OC | -4 | 7 | 24 | 1 | 2 | -7 | -6 | 6 | -10 | -0.2
COn1c(-c2ccccc2)nc2ncccc21 | 2 | 4 | 24 | 1 | 1 | 2 | -24 | nt | 13 | -0.7
COCCCNC1CS(=O)(=O)CC1O (stereo unspecified) | 9 | -15 | 23 | 4 | 0 | 14 | -23 | -12 | 0 | 1.4
O=C(COC(=O)C12CC3CC(CC(C3)C1)C2)NCCc1ccccc1 | 2 | -6 | 19 | 5 | -1 | 0 | -19 | -6 | 1 | 0.0
CCOC(=O)c1ccc(NC(=O)CN2CCN(Cc3ccccc3)CC2)cc1 | -1 | 8 | -10 | 0 | -6 | 0 | 10 | 0 | 12 | 0.1
COc1ccc(OC)c(C(=O)NC(CC(N)=O)c2ccc(N3CCN(c4ccccc4)CC3)c([N+](=O)[O-])c2)c1 (stereo unspecified) | -1 | -4 | -22 | -1 | -11 | -3 | 22 | 3 | 0 | 0.1
Cc1cc(C)cc(-n2ncc3c2CCCC3NC(=O)CN2CCCC2=O)c1 (stereo unspecified) | 0 | 5 | -17 | -3 | 6 | -2 | 17 | 23 | 12 | 2.0
Cc1cc(C)c2c(=O)n(CC(=O)Nc3cccc(F)c3)sc2n1 | 2 | 7 | nt | 7 | -3 | 1 | nt | nt | -3 | 1.3
Cc1cc(C(=O)CSc2nnc(N)s2)c(C)n1CCc1ccc(Cl)cc1 | 1 | -8 | -39 | -3 | -16 | nt | 39 | 2 | 37 | 0.3
CC(=O)N1N=C(c2cccs2)CC1c1cccc([N+](=O)[O-])c1 (stereo unspecified) | 2 | 9 | 14 | -12 | 1 | -1 | -14 | 1 | 6 | -2.1
CC1CCCN(C(=O)c2ccc(Cl)c(S(=O)(=O)N3CCCCCC3)c2)C1 (stereo unspecified) | 4 | -15 | -58 | 3 | -7 | 5 | 58 | -9 | 16 | -1.1
CCc1nnc(NC(=O)C=C(C)C)s1 | -2 | -8 | 16 | 4 | -1 | nt | -16 | 5 | 46 | 2.8
Cc1cc(C)nc(/N=C(\N)N(Cc2ccccc2)Cc2ccccc2)n1 | 7 | -2 | 26 | 4 | 1 | -1 | -26 | 2 | -3 | 1.5
Cc1cccc(-c2nc3ccccc3c(=O)n2NC(=O)c2cccnc2Cl)c1 | 1 | 2 | 7 | 0 | -7 | -3 | -7 | 0 | 5 | -1.4
O=C(Nc1nnc(C2=COCCO2)o1)C1CCCCC1 | -6 | 11 | 24 | 4 | -7 | -1 | -24 | 8 | -8 | -0.3
Cc1nnc(NC(=O)CSc2nccn2C)s1 | -2 | -17 | 15 | 1 | -8 | nt | -15 | nt | nt | -0.5
Cc1cccc(N(Cc2ccccc2)C(=O)c2ccccc2S(C)(=O)=O)c1 | -2 | 9 | -1 | 1 | -7 | 0 | 1 | 10 | 9 | -0.4
CC(C(=O)N(C)Cc1cccc(F)c1)N1CCN(S(=O)(=O)c2ccc3c(c2)OCCCO3)CC1 (stereo unspecified) | -2 | -5 | 3 | -2 | -10 | -3 | -3 | 15 | -12 | -2.6
Cc1ccc(/C=C2\CCCC3=C2NC(=S)NC3c2ccc(C)cc2)cc1 (stereo unspecified) | -5 | 9 | -6 | 7 | 3 | -3 | 6 | 13 | -2 | 0.8
CS(=O)(=O)Cc1ccc(C(=O)N(CCc2ccccc2)Cc2ccccc2)cc1 | 2 | -17 | 15 | 4 | -8 | 2 | -15 | 4 | -8 | -2.1

Additional records
SMILES | cardiac RTF act | PvdQ acylase | SR-BI DiI-HDL act | HTR5A ag ctr | dFosB act | Wnt act | SR-BI DiI inh | Rtt109 HAT inh | MITF act | CDK5 p35 inh
COc1ccc(CNC(=O)[C@H](C)NC(=O)C2CCN(C(=O)[C@@H](N)Cc3ccccc3)CC2)cc1 | -1 | -13 | 5 | -2 | -3 | -1 | -5 | 2 | -4 | -0.5
COc1ccc(CCNC(=O)Cn2c(=O)n(-c3cc(F)ccc3F)c(=O)c3sccc32)cc1OC | -1 | -9 | nt | -6 | -4 | 1 | nt | 1 | -14 | -0.4
CC(C)=CCN1CCN(Cc2cccnc2)CC1CCO (stereo unspecified) | -6 | -12 | -3 | -2 | 6 | -2 | 3 | nt | 10 | 2.1
CCOc1cc(C(=O)NC)cc(Br)c1OCc1ccccc1 | 8 | -4 | -18 | -5 | -13 | -3 | 18 | -4 | -6 | -1.3
CCOc1cc(C(=O)NCc2ccc3c(c2)OCO3)cc(OCC)c1OCC | 2 | 3 | 30 | -3 | -8 | 1 | -30 | 0 | nt | -0.3
CCOC(=O)C1=C(CP(=O)(c2ccccc2)c2ccccc2)NC(=O)NC1c1ccc(OC)cc1 (stereo unspecified) | -2 | -28 | 6 | -3 | -13 | 84* | -6 | 7 | -10 | -3.4
Cc1cccc(NC(=O)CSCC(=O)N(C)Cc2c(F)cccc2Cl)c1 | -5 | -7 | -1 | 1 | -17 | -1 | 1 | -1 | 3 | -1.0
CCCCOC(=O)C(NC(=O)c1ccccc1)=C(C)C | 2 | -12 | 7 | 2 | -6 | nt | -7 | 1 | -7 | 0.2
Cc1c(C(=O)N2CCC2)oc2ccc(Br)cc12 | -2 | -11 | -9 | 0 | -14 | 2 | 9 | 14 | 28 | -1.6
COc1ccc(Br)cc1C(=O)N/N=C/c1ccc([N+](=O)[O-])cc1 | 0 | 3 | -55 | 0 | 7 | -5 | 55 | 17 | -18 | 0.5
O=C1CC(N(O)c2ccccc2)C(=O)N1c1ccc(Cl)c(Cl)c1 (stereo unspecified) | 4 | -16 | 17 | 0 | 1 | -1 | -17 | -7 | nt | 1.1
Cc1ccc(NC(=S)NN(C)c2cc(C)nc(C)n2)cc1 | 2 | -9 | 10 | 3 | -6 | 0 | -10 | -12 | -8 | 2.5
CC(C)Sc1nc2c(c(=O)n(C)c(=O)n2C)n1Cc1ccc(Cl)cc1 | 2 | -15 | 4 | 9 | 0 | -1 | -4 | 9 | -2 | -0.3
COc1cccc(-n2nnc3c(=O)n(Cc4ccc(F)cc4)cnc32)c1 | 8 | -16 | 16 | 2 | -2 | nt | -16 | 4 | -6 | -9.5
COc1ccc(C(=O)NCCc2nnc(SCC(=O)Nc3ccccc3)n2C)cc1 | -4 | 15 | 17 | 5 | -7 | nt | -17 | 15 | 14 | 1.0
Cc1ccc(/C=N/N(C)S(=O)(=O)c2ccc(C)cc2)cc1 | 5 | -15 | -2 | -2 | -8 | 1 | 2 | 8 | -29 | -0.5
O=C1/C(=C\Nc2ccccc2)CCN1c1ncccn1 | -2 | -3 | 4 | -4 | 2 | 9 | -4 | -1 | 42 | 0.8
CCN(CC)C(=O)C(C)OC(=O)COc1ccc(Cl)cc1Cl (stereo unspecified) | 7 | -3 | -3 | 2 | 3 | -3 | 3 | 4 | 10 | -0.2
CCC(=S)/C=C1\Sc2ccccc2N1CCCS(=O)(=O)O | -3 | 4 | 24 | 6 | -9 | 2 | -24 | 15 | 11 | -1.1
CCOc1ccc(Nc2cc(=O)oc3ccccc23)cc1 | 2 | 2 | -7 | 1 | 2 | -1 | 7 | 1 | 11 | 0.2
O=C(c1ccc(Cl)c(S(=O)(=O)N2CCCCCC2)c1)N1CCCCC1 | -4 | -2 | -13 | -3 | -2 | 0 | 13 | -21 | 11 | -0.9
COc1ccc(OC)c(S(=O)(=O)N(C)CC(=O)N2CCc3ccccc3C2)c1 | 2 | -7 | -35 | -1 | -6 | nt | 35 | 1 | -7 | -0.7
Cc1cc(N2C(=O)C(O)=C(C(=O)c3cccs3)C2c2ccc(F)cc2)no1 (stereo unspecified) | 16 | -22 | -2 | 11 | -4 | 15 | 2 | 0 | -13 | 1.6
CCOc1ccccc1NC(=O)CSc1nnc(CNC(=O)c2ccco2)o1 | 1 | -16 | -2 | -3 | -5 | 0&-3 | 2 | 2 | 0 | 1.3
Cc1ccc(OCC(=O)NCc2cccnc2)cc1 | 2 | -5 | 8 | -2 | -7 | 2 | -8 | 0 | 2 | -0.9

Carrying on.
SMILES | cardiac RTF act | PvdQ acylase | SR-BI DiI-HDL act | HTR5A ag ctr | dFosB act | Wnt act | SR-BI DiI inh | Rtt109 HAT inh | MITF act | CDK5 p35 inh
CNc1ccccc1C(C)(C)c1cc(-c2cccc([N+](=O)[O-])c2)no1 | -2 | -15 | -49 | -2 | 8 | -1 | 49 | -2 | -1 | -1.3
C[C@H](CO)N1C[C@H](C)[C@@H](CN(C)Cc2ccc(-c3ccccc3)cc2)Oc2c(NC(=O)Nc3ccc4c(c3)OCO4)cccc2C1=O | -8 | -1 | -16 | 1 | -4 | 15 | 16 | -1 | -1 | 0.6
COc1cc2c(cc1OC)CN(C(=O)/C=C/c1cccs1)CC2 | 3 | 12 | -10 | 5 | -6 | -3 | 10 | 10 | nt | 3.9
O=C(NCC1CCCO1)C(C(=O)c1ccccc1)n1ccccc1=O (stereo unspecified) | 4 | -2 | 14 | 0 | 3 | 0 | -14 | 2 | nt | -0.7
OC[C@H]1OC(O)[C@H](O)[C@@H](O)[C@H]1O (stereo partly specified) | 9 | -20 | -3 | 5 | -3 | -3 | 3 | 1 | 7 | 0.2
CCN(C(=O)COC(=O)c1cc([N+](=O)[O-])ccc1N1CCOCC1)c1ccccc1 | -3 | -10 | -55 | 2 | -7 | 0 | 55 | -1 | 3 | -2.3
CCn1c(COc2ccc(Cl)cc2)nnc1SCc1ccc(C#N)cc1 | 1 | -3 | -18 | 0 | 9 | nt | 18 | 14 | 2 | -1.5
CCOC(=O)c1c(NC(C)=O)sc2c(OCCN(CC)CC)c(Br)ccc12 | 2 | -9 | -39 | 9 | -29 | 2 | 39 | 27 | 23 | 0.3
COc1ccc(OCCCC(=O)Nc2nncs2)cc1 | -6 | -1 | 4 | 3 | 0 | -7 | -4 | 6 | 14 | 0.5

An excerpt from above, reduced to CDK5 p35 inh, MITF act and SR-BI DiI inh.
Structure	CDK5 p35 inh	MITF act	SR-BI DiI inh
CCN(C(=O)COC(=O)c1cc([N+](=O)[O-])ccc1N1CCOCC1)c1ccccc1	-2.3	3	55
CCn1c(COc2ccc(Cl)cc2)nnc1SCc1ccc(C#N)cc1	-1.5	2	18
